Screens as filed in PubChem.
OX1R FRET antag: OX1R (human) antagonism; hit rate 1.8% among 330,000; inhibition, % at 6.6 µM; OX1R-expressing cells, FRET antagonist read-out; O43613; in the data active means inhibition mostly above about 38%, no sharp cut-off; inactive means mostly below about 40%;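 further: 0% = agonist challenge alone and 100% = reference antagonist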
Target sequence (O43613 whole entry, looked up): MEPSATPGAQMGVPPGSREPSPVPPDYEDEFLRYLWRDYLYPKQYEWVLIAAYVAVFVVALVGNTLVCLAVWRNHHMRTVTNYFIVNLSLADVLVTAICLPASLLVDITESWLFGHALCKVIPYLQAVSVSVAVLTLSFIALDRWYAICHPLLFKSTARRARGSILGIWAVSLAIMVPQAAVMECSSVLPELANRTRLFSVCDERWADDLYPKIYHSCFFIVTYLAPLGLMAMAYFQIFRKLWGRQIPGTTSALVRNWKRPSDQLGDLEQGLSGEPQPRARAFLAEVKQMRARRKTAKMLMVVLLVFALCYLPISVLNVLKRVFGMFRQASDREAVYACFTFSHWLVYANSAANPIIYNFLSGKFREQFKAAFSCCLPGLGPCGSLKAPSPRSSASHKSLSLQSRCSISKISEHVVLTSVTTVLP
STK33 kinase inh: human STK33 kinase inhibition | Q9BYT3 | purified STK33, MBP phosphorylation, ADP-Glo luminescence | inhibition, % at 10 µM | hit rate 0.073% among 320,000 | AID 2661;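 active means inhibition at or above 25%, using the most active replicate where run in duplicate; inactive means inhibition below 25%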
Target sequence (Q9BYT3 whole entry, looked up): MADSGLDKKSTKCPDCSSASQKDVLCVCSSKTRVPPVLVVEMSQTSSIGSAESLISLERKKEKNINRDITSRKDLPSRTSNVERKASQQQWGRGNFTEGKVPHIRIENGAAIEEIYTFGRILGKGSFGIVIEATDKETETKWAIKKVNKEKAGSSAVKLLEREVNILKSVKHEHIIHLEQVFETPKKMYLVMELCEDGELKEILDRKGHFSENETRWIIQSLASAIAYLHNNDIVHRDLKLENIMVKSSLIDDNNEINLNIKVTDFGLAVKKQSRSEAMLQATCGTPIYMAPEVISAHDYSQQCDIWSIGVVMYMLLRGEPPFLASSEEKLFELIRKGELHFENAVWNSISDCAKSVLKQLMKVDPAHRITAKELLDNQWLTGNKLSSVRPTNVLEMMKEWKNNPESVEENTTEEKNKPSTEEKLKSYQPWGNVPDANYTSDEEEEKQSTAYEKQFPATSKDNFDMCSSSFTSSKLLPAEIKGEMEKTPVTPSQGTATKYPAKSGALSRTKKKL
KCNQ2 inh: KCNQ2 channel blockers in CHO-K1 cells – cell-based, FluxOR thallium flux, B-score, primary screen (AID 2156). O88943. 20 min; active compounds read low. B-score at 10 µM. hit rate 1.1% among 310,000;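 active means fluorescence ratio B-score at most minus 3 library SDs, with starting brightness B-score within 2 library SDs, cut at about -5.5 in these data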
Numbers without * were called inactive; i = inactive; · = no result given. No enrichment for hits. Share with any hit: about 2.7%.

SMILES | OX1R FRET antag | STK33 kinase inh | KCNQ2 inh
Oc1c(Br)cc(Br)cc1/C=N/n1c(-c2ccccc2)n[nH]c1=S | -9 | 0.1 | i
CCN(Cc1ccccc1)C(=O)CN1C(=O)COc2ccc(S(=O)(=O)NC3CCCC3)cc21 | 2 | 1.4 | i
CCOC(=O)N1CCN(C(=S)Nc2ccc(C)cc2C)CC1 | 18 | 0.0 | i
Cc1c(CCCN)c2ccccc2n1Cc1ccccc1 | 9 | -0.9 | i
O=C(N/N=C/c1cc(Cl)cc([N+](=O)[O-])c1O)c1ccccc1NS(=O)(=O)c1cccs1 | 17 | -1.0 | i
C/C(=N\NC(=O)COc1ccccc1[N+](=O)[O-])c1cccs1 | 19 | -1.1 | i
O=C(CSc1nc2ncc(Br)cc2[nH]1)c1cccc([N+](=O)[O-])c1 | 19 | 2.9 | i
CC(=O)c1ccccc1NC(=O)c1ccc(OCc2c(C)noc2C)cc1 | 8 | -1.6 | ·
CC1=C(C)CC(C(=O)NNC(=O)c2csc3c2CCC(C(C)(C)C)C3)C(C(=O)O)C1 (stereo not given) | 4 | 0.7 | i
Cc1oc(-c2ccc(Cl)cc2)nc1CS(=O)CC(=O)NCc1ccccn1 (stereo not given) | 9 | 1.1 | i
Cc1ccc(S(=O)(=O)N(CCCO)CC(O)CON=C2c3ccccc3-c3ccccc32)cc1 (stereo not given) | 73* | -0.4 | i
Cc1ccc(N=C2NC(=O)/C(=C\c3ccco3)S2)cc1 | 7 | -0.5 | i
CCCCCCCCOC(=O)C(NC(=O)CCC(=O)Nc1ccc(S(N)(=O)=O)cc1)C(O)c1ccccc1 (stereo not given) | 2 | -0.5 | i
O=C(Cc1ccc(-c2ccccc2)cc1)Nc1ncccc1O | 13 | -2.5 | i
CCOP(=O)(OCC)C(NC(=O)Nc1ccc(C)cc1)C(N)=O (stereo not given) | 11 | 2.2 | i
CCOC(=O)c1c(NC(=O)CSc2nnc3c(Cl)cc(Cl)cn23)sc2c1CCC2 | 23 | 0.1 | i
COc1ccc(NC(=O)C2CC(=O)N(c3cc(C)ccc3C)C2)cc1 (stereo not given) | 14 | -0.1 | i
O=c1c2ccccc2ncn1-c1ccc(Br)cc1[N+](=O)[O-] | · | -0.4 | i
O=C(Nc1ccccc1F)Oc1cccc(OC(=O)Nc2ccccc2F)c1 | -13 | 0.0 | i
OCCNCC(O)Cn1c2ccccc2c2ccccc21 (stereo not given) | -11 | 0.5 | i
Cc1c(Cl)cccc1S(=O)(=O)Nc1ccnn1C | 11 | -2.7 | i
Cc1nc2cc(C(F)(F)F)ccc2n1C | 3 | -1.6 | i
Cn1c(-c2ccccc2)cnc1SCc1nc2ccccc2c(=O)[nH]1 | 35 | 0.7 | i
O=c1c2nccnc2[nH]c(=S)n1Cc1ccccc1Cl | 50 | 0.0 | i
CCN(CC(=O)Nc1c(F)cccc1F)C(=O)c1cc([N+](=O)[O-])ccc1N1CCOCC1 | 44 | -0.9 | i

Following part
SMILES | OX1R FRET antag | STK33 kinase inh | KCNQ2 inh
Cc1ccc(S(=O)(=O)N(C)C)cc1NC(=O)CCNC(=O)c1ccco1 | 18 | -0.6 | i
CC(=O)NC(N(C#N)c1nc(Cl)nc(N(C)C)n1)C(Cl)(Cl)Cl (stereo not given) | 36 | -0.1 | i
Cc1c(NC(=O)c2ccc(Cl)s2)c(=O)n(-c2ccccc2)n1C | 8 | -0.1 | i
O=C(NCCCn1ccnc1)c1sc2cccc(F)c2c1Cl | 12 | -0.3 | i
O=C1CCCN1Cc1ncnn1-c1ccccc1 | 24 | -1.6 | i
CN(Cc1ccc(OC(F)F)cc1)C(=O)c1ccc(S(=O)(=O)N(C)c2ccccc2)cc1 | 17 | -1.6 | ·
O=C(Cn1ccnc1[N+](=O)[O-])NCc1ccccc1 | 22 | -1.2 | i
O=S(=O)(Cc1ccccc1)N1CCN(Cc2ccc(F)cc2Cl)CC1 | 20 | -0.1 | i
CCn1c(CNC(=O)c2ccco2)nnc1SCC(=O)c1ccc(F)cc1 | 22 | -1.3 | i
COc1ccc(Cl)cc1NC(=O)COC(=O)C1=NNC(=O)CC1 | 6 | 1.1 | ·
Cc1cccc(N2CCN(S(=O)(=O)c3ccc4c(c3)C(C)(C)C(=O)N4C)CC2C)c1 (stereo not given) | 6 | 0.1 | i
CCC(=O)N1CCN(c2cc(C)ccc2C)CC1 | 12 | -1.6 | i
COc1cccc(N(C(=O)Cn2nnc(-c3ccc(C)o3)n2)C(C(=O)NC(C)(C)C)c2cccs2)c1 (stereo not given) | 23 | -0.5 | i
C=CCc1cc(/C=N\NC(=O)CSc2nnc(CCCc3ccc(OC)c(C)c3)o2)cc(OC)c1O | 8 | 0.7 | i
Cn1cc(Cl)c(-c2n[nH]c(=S)n2-c2ccc(F)cc2)n1 | 4 | -1.6 | i
Cc1ccc(C)c(S(=O)(=O)Nc2ccc(S(=O)(=O)Nc3ncccn3)cc2)c1 | 5 | -0.9 | ·
FC(F)(F)c1cnc(Sc2nnc(-c3cccs3)n2CC2CCCO2)c(Cl)c1 (stereo not given) | 7 | -0.1 | i
CCOc1ccc(N(CC(=O)NCC2CCCO2)S(=O)(=O)c2ccc(OC)c(OC)c2)cc1 (stereo not given) | 20 | 0.0 | i
c1ccc2c(c1)[nH]c1ccccc12 | 8 | -1.3 | i
COc1cc(OC)cc(C(=O)NCC(=O)OCC(=O)c2ccc3c(c2)-c2ccccc2C3)c1 | 29 | 5.6 | i
O=C(CCl)N(c1ccc(Cl)cc1)c1c[nH]c2ccccc12 | -2 | 0.8 | i
Cc1ccc(C(=O)NN=C2CCCCCC2)s1 | 10 | -0.5 | i
CCOC(=O)C1=NN(C(C)=O)C2C(=O)N(CC)C(=O)C12 (stereo not given) | 9 | -0.7 | i
COc1ccc(N2CCN(c3nc(NCCO)nc(N4CCOCC4)n3)CC2)cc1 | 26 | 2.4 | i
COc1ccc2cc(C(=O)N3CCN(C)CC3)[nH]c2c1 | · | -0.1 | i

Reprinted at random: seven records from the list, in no set order.
SMILES | OX1R FRET antag | STK33 kinase inh | KCNQ2 inh
Cc1ccc(S(=O)(=O)N(C)C)cc1NC(=O)CCNC(=O)c1ccco1 | 18 | -0.6 | i
O=C(Nc1ccccc1F)Oc1cccc(OC(=O)Nc2ccccc2F)c1 | -13 | 0.0 | i
O=S(=O)(Cc1ccccc1)N1CCN(Cc2ccc(F)cc2Cl)CC1 | 20 | -0.1 | i
CCOC(=O)c1c(NC(=O)CSc2nnc3c(Cl)cc(Cl)cn23)sc2c1CCC2 | 23 | 0.1 | i
O=C1CCCN1Cc1ncnn1-c1ccccc1 | 24 | -1.6 | i
O=C(CCl)N(c1ccc(Cl)cc1)c1c[nH]c2ccccc12 | -2 | 0.8 | i
Cc1c(NC(=O)c2ccc(Cl)s2)c(=O)n(-c2ccccc2)n1C | 8 | -0.1 | i

More records.
SMILES | OX1R FRET antag | STK33 kinase inh | KCNQ2 inh
O=C(NCCN1CCN(Cc2ccccc2Cl)CC1)Nc1ccccc1 | 5 | -1.8 | i
COc1ccc(-n2nnc3c(SCC(=O)NCc4ccco4)ncnc32)cc1 | 16 | 0.5 | i
Cc1nc2ccccc2c(=O)n1CC(=O)N1CCOCC1 | 8 | -0.1 | i
CCOc1ccc(Nc2nc(Cc3nnc(SCC(=O)N(CC)CC)n3C)cs2)cc1 | -3 | -1.1 | i
C/C(=N\NC(=O)c1ccc(O)cc1)c1cccc(NC(=O)c2ccc(Cl)cc2)c1 | 22 | 0.6 | i
CC1CCCCN1C(=O)c1cc2c(=O)n3ccccc3nc2s1 (stereo not given) | 21 | 1.2 | i
CCCN(CCC)S(=O)(=O)c1ccc(Cl)c([N+](=O)[O-])c1 | 36 | 0.8 | i
CC[C@@]1(C(=O)OC)N[C@H](CN(C)C(=O)c2ccc(F)cc2)[C@@H]2C(=O)N(Cc3ccccc3)C(=O)[C@@H]21 | 5 | 0.2 | ·
Cc1ccc(S(=O)(=O)/C(C#N)=C/c2c(N3CCN(C)CC3)nc3ccccn3c2=O)cc1 | 45 | -0.9 | i
O/N=C1/CCCCc2sccc21 | 16 | -0.5 | i
Cc1cc(C)n(CCNS(=O)(=O)c2ccc(C)c(C)c2)n1 | 18 | 0.5 | i
CCOC(=O)c1sc(NC(=O)CN(CC)CC)c(C(=O)OCC)c1C | 12 | -1.2 | i
Cc1c(NC(=O)CSC(=S)N2CCCC2)c(=O)n(-c2ccccc2)n1C | 17 | · | i
COc1cc(SC)ccc1C(=O)Nc1ccc(C)cc1C | 15 | 0.9 | i
CC(N=C1NS(=O)(=O)c2ccccc21)C(=O)OCC(=O)N(C)C1CCS(=O)(=O)C1 (stereo not given) | 15 | -0.6 | ·
O=C(COc1ccccc1F)Nc1ccc(S(=O)(=O)NCc2ccco2)cc1 | 33 | -0.5 | i
CC(C)c1nnc(NC(=O)c2ccc3ccccc3c2)s1 | 46 | -0.4 | i
CCC1Oc2ccc(C)cc2N(CC(=O)N(Cc2ccc(C)o2)C2CC(C)(C)NC(C)(C)C2)C1=O (stereo not given) | 1 | -0.3 | i
O=[N+]([O-])CC(=Nc1ccc(Cl)cc1)N/N=C\c1oc(O)c2ccccc12 | 37 | -1.8 | i
COc1ccc(C(=O)OC(C)C(=O)NC(C)CCc2ccccc2)cc1[N+](=O)[O-] (stereo not given) | 12 | 1.4 | i
Nc1c(Cl)c(Cl)nc(C(=O)N/N=C/c2ccco2)c1Cl | 26 | -1.7 | i
Cc1cc(C(=O)OCC(=O)Nc2c(Cl)cccc2Cl)c(C)o1 | 10 | -1.1 | ·
Cc1ccc(C)c(-n2ccnc2SCC(N)=O)c1 | 19 | 0.0 | i
CC1(C)CC(=O)C(C=NCC2CCNCC2)=C(O)C1 | 4 | -2.2 | i
CN(Cc1c(F)cccc1Cl)C(=O)c1ccc(NC(=O)CC2SC(N3CCCC3)=NC2=O)cc1 (stereo not given) | 21 | -1.2 | i

Continued.
SMILES | OX1R FRET antag | STK33 kinase inh | KCNQ2 inh
COc1ccc(-n2c(SCC#N)nc3ccccc3c2=O)cc1 | 28 | -0.5 | i
Cc1csc2nc(CNS(=O)(=O)c3cccnc3)cn12 | 1 | -6.6 | i
CCOc1ccc(N2C(=O)CC(N3CCN(c4ccc([N+](=O)[O-])cc4)CC3)C2=O)cc1 (stereo not given) | 16 | -4.0 | i
COc1cccc(CC2(CO)CCCN(Cc3ccccc3Cl)C2)c1 (stereo not given) | 2 | -1.6 | i
Cc1ccc(S(=O)(=O)N2C(=O)/C(=C3\SC(=S)NC3=O)c3ccccc32)cc1 | 16 | -1.1 | i
Oc1ccccc1/C=N/n1cnnc1 | 9 | 1.5 | i
COc1cccc(/C=N/Nc2nn3cnnc3c3ccccc23)c1 | 22 | 0.3 | i
CCOC(=O)CCCc1sc(N)nc1-c1[nH]c(=O)[nH]c1C | 22 | 0.7 | i
CCOC(=O)c1ccc(-n2cc(C(=O)c3cccnc3)nn2)cc1 | · | -1.7 | i
CCOC(=O)Cc1csc(NC(=O)NC2(C(F)(F)F)Oc3ccc(Cl)cc3O2)n1 (stereo not given) | 21 | -0.2 | i
COC(=O)c1ccc(CSc2nnc(-c3ccc4c(c3)OCO4)n2-c2ccccc2)o1 | 20 | 0.6 | i
CCOc1ccc(S(=O)(=O)N2CCCC(C(=O)NCc3ccncc3)C2)cc1C (stereo not given) | 29 | 0.0 | i
Clc1ccc(-c2cn(-c3ccc(Cl)cc3)c3[n+]2CCCCC3)cc1 | 6 | 0.2 | i
Cc1ccc(C)c(OCC(=O)N2CCN(c3ncccn3)CC2)c1 | 2 | -0.8 | ·
Cc1cc(Nc2ccccc2)n(-c2ccc(Br)cc2)n1 | 29 | -0.4 | i
COc1cccc(NC(=S)N2CCCC2c2ccc(OC)c(OC)c2)c1 (stereo not given) | 19 | 0.0 | i
Cc1ccc(C(C(=O)NCCc2ccccc2)N(C(=O)c2csnn2)C2CC2)o1 (stereo not given) | 15 | -0.5 | i
Cc1ccc(-c2cnn(-c3cccc(C(F)(F)F)c3)c2N)cc1 | 11 | -1.0 | i
Cc1cc(C)n2nc(C(=O)OCC(=O)NNC(=O)c3ccc(Cl)cc3)nc2n1 | 16 | -0.5 | i
C/C(Cc1ccccc1)=N\NC(=O)CNC(=O)c1ccccc1O | 8 | -0.7 | i
Cc1cc(=O)nc2c3ccccc3n(CC(=O)NC(C)c3ccc4c(c3)OCCO4)n12 (stereo not given) | 13 | -0.4 | i
CCO[C@H]1OC(C(=O)O)=C[C@@H](c2ccc3c(c2)OCO3)[C@@H]1CCCO | 13 | -1.9 | i
CCOc1ccc(NC(=O)c2ccc(NC(=O)C3CCCO3)cc2)cc1 (stereo not given) | 8 | -0.9 | i
COc1ccccc1NC(=O)c1ccccc1C(=O)Nc1ccccc1OC | 22 | -0.7 | i
Cc1ccccc1NC(=O)NC1CCS(=O)(=O)C1 (stereo not given) | 5 | -0.6 | i
Nc1nc(CSCc2ccccc2)nc(N2CCOCC2)n1 | 3 | 0.4 | i

Profiles, quoted from the list. Order of screens: OX1R FRET antag | STK33 kinase inh | KCNQ2 inh
CCO[C@H]1OC(C(=O)O)=C[C@@H](c2ccc3c(c2)OCO3)[C@@H]1CCCO in the list: 13 | -1.9 | i
COc1cccc(/C=N/Nc2nn3cnnc3c3ccccc23)c1 in the list: 22 | 0.3 | i
CCOc1ccc(N2C(=O)CC(N3CCN(c4ccc([N+](=O)[O-])cc4)CC3)C2=O)cc1 (stereo not given) in the list: 16 | -4.0 | i
